# Bioassay records: PubChem BioAssay, several laboratories
# CF NFkB block = blocks PAF-induced NF-kB reporter in cystic fibrosis cells | KKLEB NF-kB-GFP reporter, GFP fluorescence overnight | inhibition, % at 5 µM | hit rate 0.86% among 360,000 | AID 588850;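 active means at least 50% inhibition at 5 µM, scaled per plate between neutral and stimulator controls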;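 further: PAF is a Pseudomonas aeruginosa culture filtrate used as stimulus; plate controls were PAF-stimulated DMSO wells for no effect and unstimulated DMSO wells for full effect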
# NR2E3 ag-1 = human photoreceptor-specific nuclear receptor agonism; hit rate 0.35% among 360,000; AID 602229; inhibition of corepressor binding, % at 3.98 µM; CHO-S Gal4-NCOR/VP16-NR2E3 two-hybrid, luciferase;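 active means inhibition above the mean of all tested compounds plus 3 SD, cut at about 70% in these data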;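 further: 0% = DMSO with NR2E3 transfected cells and 100% = cells lacking NR2E3 construct; higher means lower luciferase signal from less NR2E3 corepressor binding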
# Target sequence (Q9Y5X4 whole entry, looked up, the tested form may be a part): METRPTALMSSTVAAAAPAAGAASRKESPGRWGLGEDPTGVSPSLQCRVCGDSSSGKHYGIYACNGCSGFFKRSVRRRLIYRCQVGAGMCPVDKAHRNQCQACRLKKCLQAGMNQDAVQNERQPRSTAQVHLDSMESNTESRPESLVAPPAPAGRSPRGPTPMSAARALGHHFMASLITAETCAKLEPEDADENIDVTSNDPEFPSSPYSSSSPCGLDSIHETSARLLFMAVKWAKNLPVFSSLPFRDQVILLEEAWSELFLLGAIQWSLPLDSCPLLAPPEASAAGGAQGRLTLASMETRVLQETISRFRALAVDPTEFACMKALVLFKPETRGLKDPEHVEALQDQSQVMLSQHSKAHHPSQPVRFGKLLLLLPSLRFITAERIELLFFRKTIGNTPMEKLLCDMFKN
# NR2E3 ag-2 = activates human photoreceptor nuclear receptor NR2E3; Q9Y5X4; hit rate 0.12% among 320,000; inhibition of corepressor binding, % at 4.78 µM; AID 2300; GST-NR2E3/biotin-RetCOR TR-FRET, 1536-well;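 active means percent inhibition above the cutoff of mean plus 3 SD of all tested compounds, set per screening campaign, cut at about 20% in these data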;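 further: 0% = DMSO wells and 100% = biotin wells as full block of FRET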
#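 Material: NR2E3–RetCOR corepressor complex / Incubation: Compound–protein incubation for 5 h at 4 °C / Dosing: compound at 4.8 µM, single dose / Detection: time-resolved FRET / Benchmarks: high control biotin, low control 0.6% DMSO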
# KKLEB cytotox = reduces viability of KKLEB cystic fibrosis airway cells. activity change (cytotoxicity), % at 5 µM. KKLEB CF airway cells viability, ATPlite luminescence, overnight; hits give low values; cells stimulated with P. aeruginosa culture filtrate. hit rate 0.36% among 360,000;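 active means corrected activity change at or below -50% at 5 µM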
# Shn3 inh set2 = inhibitors of Schnurri-3 3'UTR reporter in osteoblasts. Clone20 osteoblast Shn3 3'UTR firefly luciferase, 24 h. inhibition, % at 12.5 µM. hit rate 0.52% among 360,000. AID 588674;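 active means mean inhibition of at least 75% with every replicate also reaching 75%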;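 further: 0% = median of neutral control wells and 100% = pilot-screen positive control compound; some compounds past the cut are filed as inactive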
# Peg3 promoter = reduces Peg3 promoter-driven luciferase expression in HeLa; HeLa PEG-Prom luciferase reporter, luminescence, overnight; inhibition, % at 20 µM; hit rate 1.7% among 360,000; AID 588405;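 active means inhibition of at least 50% at 20 µM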
# TRPM1 prom inh = MITF TRPM1 promoter inhibition in SK-MEL-5 cells; SK-MEL-5 TRPM1 promoter luciferase, 24 h; inhibition, % at 12.5 µM; hit rate 0.83% among 330,000;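 active means mean inhibition across replicates of 60% or more, whatever share of single replicates reaches that level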; further: values of inactives mirror those of a sister screen read the other way
# TROY NFkB inh = blocks TROY-dependent signaling in reporter cells; inhibition, % at 10 µM; Q293 LMP1-TROYcd NF-kB luciferase reporter, 4 h; hit rate 0.98% among 360,000;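 active means compounds whose plate-normalised and pattern-corrected inhibition of the luciferase reporter signal at the single screening dose is 50% or more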
# TWEAK Fn14 block = inhibitors of TWEAK-Fn14 interaction signaling. TWEAK-stimulated Fn14 reporter cells, luciferase luminescence, 8 h. inhibition, % at 10 µM. hit rate 2% among 360,000; in the data active means inhibition above about 50%
# TRAIL sens C8 = caspase-8 TRAIL sensitization; NB7+C8 cells + TRAIL, ATPlite viability luminescence; inhibition (viability loss, TRAIL sensitization), % at 10 µM; hit rate 1% among 360,000; AID 624354;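 active means compounds causing at least 50% loss of cell viability in the single-dose screen, relative to plate controls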
# HIF-2a inh = inhibitors of HIF-2a | 786-0 RCC cells HIF-2a reporter, luciferase luminescence, overnight | inhibition, % at 18.8 µM | hit rate 0.72% among 360,000;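 active means inhibition of the luminescence signal of 40% or more relative to plate controls, in a single-dose primary screen at 18.75 µM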
# An asterisk follows results filed as active; x = not tested or not shown. Only part of the results is shown; count on the stated rates, not on these rows.
mol	KKLEB cytotox	TRAIL sens C8	TROY NFkB inh	Shn3 inh set2	TRPM1 prom inh	HIF-2a inh	CF NFkB block	Peg3 promoter	NR2E3 ag-1	NR2E3 ag-2	TWEAK Fn14 block
O=[N+]([O-])c1ccc(-c2cn3c(n2)CCC3)cc1	2	-4	-30	-57	-49	-218	-11	-162	-31	6	-7
Cc1cc(N2CCCCC2)nc(N2CCCCC2)n1	-20	-1	4	2	4	18	-10	6	-5	-1	9
C(#Cc1ccccc1)C[N+]1(CC#Cc2ccccc2)CCCCC1	-9	32	16	86*	44	9	4	14	-14	-1	13
CCOc1ccc(NC(=O)CN(C)C(=O)CSCc2ccc(C)cc2)cc1OCC	9	-3	-1	9	4	-2	-6	10	7	-3	-18
O=C(c1ccccc1)N(Cc1nc2ccccc2c(=O)[nH]1)C1CCCCC1	4	3	-5	-14	-7	7	2	10	-4	-1	-2
COC(=O)c1ccc(/C=N/NC(=O)C(=O)NCC2CCCO2)cc1 (stereo unspecified)	4	-4	-32	-25	-4	15	2	5	8	3	0
COc1cccc(-n2nnnc2SCC(=O)NC2CCCC2)c1	10	7	-2	10	0	-12	-8	-5	0	0	-1
COc1cc(NC(=O)c2cc(C)on2)cc(OC)c1OC	9	-19	3	-12	6	-3	-14	4	-26	2	15
COc1ccc(NC(=O)CSc2nccn2Cc2ccccc2)c(OC)c1	-2	13	-7	-10	-3	-56	19	-17	-2	2	-17
O=c1[nH]c(CN2CCc3ccccc32)nc2scc(-c3cccs3)c12	10	-13	26	-1	15	-2	8	2	-21	-7	27
CCCOc1nc(C)cc(COC)c1C(N)=O	2	-7	-3	2	-4	17	-21	7	-15	1	-2
Cc1ccc(NC(=O)c2ccc(NC(=O)C3CCCCC3C(=O)O)cc2)cc1 (stereo unspecified)	21	25	-20	-8	11	8	-22	-5	-75	2	17
COc1cccc(NC(=O)CN(C)C(=O)Cc2ccc(Cl)cc2Cl)c1	-13	5	6	-2	-2	-23	-3	-8	-18	0	-1
COc1ccc(/C=C2\SC(=S)N(CCC(=O)N3CCCCC3CCO)C2=O)cc1 (stereo unspecified)	5	17	11	-11	-3	58*	6	-4	-33	0	43
Cc1ccc(C)c(NC(=O)C(Sc2nc3ccccc3c(=O)n2CC(C)C)c2ccccc2)c1 (stereo unspecified)	-93*	36	3	70	8	-6	105*	57*	17	-1	29
CC1Cc2nc(SCC(=O)N3CCN(c4ccccc4)CC3)n(C)c(=O)c2S1 (stereo unspecified)	2	8	8	0	-1	9	-18	13	8	-4	1
CCCn1nnc(NC(=O)C(C)C)n1	2	-4	4	49	2	19	-7	8	8	-4	-13
CCN(CC)C(=S)NC(=O)c1ccc(F)cc1	-2	-3	-20	-20	-4	1	7	-1	-1	8	3
CSc1ccccc1C(=O)N(C)Cc1ccccc1	6	-3	7	5	-7	8	-10	24	-14	-2	2
CCc1ccc(/C=C2\Oc3ccc(C(=O)OC)cc3C2=O)cc1	2	2	-56	-13	-19	-115	-16	-114	-51	-1	-27

# The listing continues:
mol	KKLEB cytotox	TRAIL sens C8	TROY NFkB inh	Shn3 inh set2	TRPM1 prom inh	HIF-2a inh	CF NFkB block	Peg3 promoter	NR2E3 ag-1	NR2E3 ag-2	TWEAK Fn14 block
Cc1cccc(NC(=O)NC(=S)NC(=O)c2ccccc2)c1	1	8	-24	6	-33	-252	0	-168	-45	-1	-17
CCC(C)C(NC(=O)C1CCC(C)CC1)C(=O)NCCCN1CCCCC1CC (stereo unspecified)	-10	27	13	21	5	-6	-4	9	1	-3	-11
CCN(CC)CCCNC(=O)Cc1c(C(=O)O)n(C)c2ccccc12	10	-8	5	3	-1	18	7	8	-25	6	0
COc1ccc(-c2cc(C(N)=O)nc(N3CCCCCC3)n2)cc1	4	0	1	-3	-6	13	-11	27	11	-1	-6
O=C(NCCc1ccccc1)c1cccs1	6	7	3	-70	-41	-118	0	-182	-114	3	26
CCN1C(=O)CCN(C2CCCC2)c2nc(Nc3ccc(C(=O)NC4CCN(C)CC4)cc3OC)ncc21	-16	11	-15	-10	76*	-35	-156	66*	10	x	8
COc1ccc(N2CCOCC2)c(NC(=O)c2cc3ccccc3o2)c1	-13	1	-2	16	6	-2	24	25	-25	4	-19
Cc1cc2oc(=O)cc(CN3CCOCC3)c2cc1Cl	3	9	-19	18	8	4	9	-1	-22	1	-10
COc1ccc(CNS(=O)(=O)c2cc(CN3C(=O)c4cccnc4C3=O)ccc2OC)cc1	-6	-7	-8	-8	-5	0	1	-24	-27	0	-4
O=c1c2c3c(sc2nc2n1CCCC2)CCC3	-3	-3	-5	-8	-4	-40	6	-26	-23	3	-8
CC1(C)NC(=O)N(CCOc2ccc3c(c2)CCC3)C1=O	6	19	3	-11	-4	-1	10	2	5	-2	-14
Cc1[nH]c2ccccc2c(=O)c1CN1CCCCCC1	2	-10	-20	-5	-1	16	-1	-7	16	-3	2
CCc1ccccc1NC(=O)CSc1nnc(-c2ccncc2)o1	0	-11	9	6	2	12	-8	7	-2	2	-18
O=C(Nc1ccc2c(c1)OCCO2)C1c2ccccc2OCC(=O)N1CCc1ccccc1 (stereo unspecified)	x	6	-36	x	x	-8	x	x	-23	x	2
Cc1ccc2c(c1)N(C(=O)CCC(=O)NC1CCC(C)CC1)CCO2 (stereo unspecified)	-3	-6	-6	1	-3	-12	8	-3	-7	5	-2
O=C1C=C(c2ccc(CO)cc2)C[C@@H](c2ccc3c(c2)OCO3)C1	-4	1	-13	-5	-15	-21	-15	-5	-18	5	-28
CC1(C)Cc2c(cnn2-c2cccc(F)c2)C(NC(=O)C2CCOCC2)C1 (stereo unspecified)	11	-36	-12	-23	-5	-33	-30	-14	-12	1	-3
Cc1cc(Cl)c(C(=O)Nc2cccc(C(F)(F)F)c2)c(C)n1	8	-8	-1	-9	6	-13	-15	17	-14	-1	10
CCOc1ccc(N(CC(=O)NC2CCCC2)S(=O)(=O)c2c(C)[nH]c(=O)[nH]c2=O)cc1	7	-15	-11	4	2	9	-28	72*	-23	-1	7
COc1ccc(NC(=O)CC2SC(=O)NC2=O)cc1 (stereo unspecified)	10	-2	-14	-4	4	20	-15	12	-18	-1	5

# Reformatted: 2 of the compounds above
# The line under a structure holds: KKLEB cytotox | TRAIL sens C8 | TROY NFkB inh | Shn3 inh set2 | TRPM1 prom inh | HIF-2a inh | CF NFkB block | Peg3 promoter | NR2E3 ag-1 | NR2E3 ag-2 | TWEAK Fn14 block
- CC1(C)NC(=O)N(CCOc2ccc3c(c2)CCC3)C1=O
    6 | 19 | 3 | -11 | -4 | -1 | 10 | 2 | 5 | -2 | -14
- Cc1[nH]c2ccccc2c(=O)c1CN1CCCCCC1
    2 | -10 | -20 | -5 | -1 | 16 | -1 | -7 | 16 | -3 | 2

# Carrying on.
mol	KKLEB cytotox	TRAIL sens C8	TROY NFkB inh	Shn3 inh set2	TRPM1 prom inh	HIF-2a inh	CF NFkB block	Peg3 promoter	NR2E3 ag-1	NR2E3 ag-2	TWEAK Fn14 block
Cc1cccc(C)c1NC(=O)Cn1c(CN2CCCCC2)nc2ccccc2c1=O	4	5	17	12	6	20	-6	10	-6	7	18
Cc1c(C(=O)N2CCN(Cc3ccccc3)CC2)oc2c1C(=O)CCC2	-6	-17	6	8	-1	6	16	-6	-24	2	16
COc1cc(OC)cc(C(=O)NC(=S)NNC(=O)[C@H]2C[C@@H]2c2ccccc2)c1	-4	7	-20	20	9	9	19	28	-30	-1	-9
NS(=O)(=O)c1ccc(N=Nc2c(-c3ccccc3)[nH]n(-c3nc(-c4ccccc4)cs3)c2=O)cc1	11	54*	-11	32	-31	-48	27	71*	-5	1	24
CCCCc1ccc(NC(=O)CSC2=NN3CCCC(=O)N=C3S2)cc1	-8	19	13	0	-1	-24	1	-11	-14	3	8
CC(C)(C)c1ccc(S(=O)(=O)NCc2ccc(C(=O)N3CCOCC3)cc2)cc1	1	12	8	-7	-9	7	2	3	34	5	-9
C=COC(=O)CSc1snc(SCC(=O)OC)c1C#N	2	4	-31	-14	2	15	-7	7	15	2	3
Nc1nnnn1CC(=O)N/N=C/c1cc([N+](=O)[O-])ccc1O	23	-2	10	10	0	39	-1	-4	-19	-2	-7
N#CC1(NC(=O)CN2C(=O)NC3(CCCCCC3)C2=O)CCCCC1	6	0	-2	11	-2	4	-2	-9	-3	4	9
CC1CCN(S(=O)(=O)c2cc(F)ccc2CN2C(=O)c3cccnc3C2=O)CC1	-1	3	-9	-4	10	4	-3	-3	-7	4	-14
Cc1ccccc1Nc1cccc2nonc12	-11	3	25	10	-4	18	-3	-6	-20	-1	5
CC1(C)CC2CC(C)(CN2C(=O)COC(=O)c2n[nH]c(=O)c3ccccc23)C1 (stereo unspecified)	1	-4	0	-8	4	22	-15	25	-11	-1	6
Cc1ccc(N=C2NC(=O)/C(=C\c3ccsc3)S2)c(C)c1	-16	18	5	-3	-5	-15	17	14	11	-2	2
N#CCSc1ncnc2sc3c(c12)CCC3	-14	1	44	7	-2	3	26	26	0	2	-34
CN(C)S(=O)(=O)n1cnc(-c2ccccc2)c1-c1ccccc1	-4	-10	6	7	11	-3	5	23	3	-1	8
COc1ccc(CN(C)CC(=O)NC(=O)NC2CCCCC2)cc1	9	-13	-14	3	-6	17	-25	22	15	1	-6
O=C(CN1C(=O)c2ccccc2S1(=O)=O)Nc1cc(S(=O)(=O)N2CCCCC2)ccc1Cl	-5	-4	4	-9	-10	9	-2	14	-35	x	-8
O=C(Nc1ccc(Cl)c(Cl)c1)N(CCCN1CCOCC1)Cc1cccs1	-5	13	9	-9	1	-10	1	18	-1	0	-36
O=C(NCc1ccc(F)cc1)N1CCc2ccccc2C1	-8	-2	-22	-5	-2	-63	15	-52	-43	0	21
COc1cc2c(cc1OC)C(COc1ccccc1OC)N(C(=O)C(C)(C)C)CC2 (stereo unspecified)	6	12	-14	9	8	15	-13	18	-18	-4	-2

# Remaining list, next part
mol	KKLEB cytotox	TRAIL sens C8	TROY NFkB inh	Shn3 inh set2	TRPM1 prom inh	HIF-2a inh	CF NFkB block	Peg3 promoter	NR2E3 ag-1	NR2E3 ag-2	TWEAK Fn14 block
Cc1nc2ccccc2nc1SCC(=O)c1ccccc1	-14	14	43	9	19	-44	18	-2	-34	5	60*
Cc1cccn2cc(CNS(=O)(=O)c3cccc(F)c3)nc12	6	16	5	8	x	-5	-8	11	14	0	-4
CC(C)C[C@H]1CN=C(Nc2ccccc2)N1CC1CCC(C)CC1 (stereo partly specified)	-13	8	0	20	-19	-7	18	-5	-9	5	1
CC(=O)N/N=C/c1ccc(OCCOc2ccc(Br)cc2)cc1	16	-12	-7	22	2	11	-3	-32	-10	0	3
C=CCSc1nnc(NC(=O)CCNC(=O)c2ccccc2Cl)s1	15	0	-4	-12	x	17	16	5	-25	x	1
CN=C1SC(C(=O)Nc2ccccc2Cl)CC(=O)N1c1ccc(OC(F)(F)Cl)cc1 (stereo unspecified)	-3	3	22	0	-8	16	2	-8	14	-2	2
CCOC(=O)c1cnc2ccc(OCC)cc2c1NCCCN1CCOCC1	-13	11	-50	11	-8	-57	-47	27	-20	3	-17
CCOC(=O)Cc1ccc(Nc2nc(NCCOC)nc3ccsc23)cc1	-13	-6	2	-15	x	10	8	13	-1	x	14
